Bioassay records (PubChem BioAssay)
TAAR1 antagonist: human TAAR1 antagonists, primary screen, Fluo-8 calcium fluorescence, CHO RD-HGA16 cells; Trace amine-associated receptor 1 (Homo sapiens), Q96RJ0; antagonist; inhibition, % at 3 µM; 360,000 compounds, 1.5% hits;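 active means inhibition above a per-plate cutoff, the mean inhibition of test compounds on that plate plus 3 SD, cut at about 49% in these data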;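 further: 0% = DMSO plus EC80 beta-PEA response and 100% = DMSO alone without agonist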
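Material: RD-HGA16 CHO cells with stable hTAAR1 and Gα16; Dosing: single nominal final test compound concentration of 3 µM; Schedule: seeding 17-24 h prior, 75-min 37 °C, 30-min RT dye loading; Detection: kinetic Fluo-8 calcium fluorescence measurement; Measure: % inhibition from peak post-agonist over basal fluorescence ratio; Benchmarks: vehicle and agonist controls.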
M1 ag: human M1 muscarinic receptor agonists, primary screen, Fluo-8 calcium fluorescence, CHO-K1 cells, HTS | Muscarinic acetylcholine receptor M1 (Homo sapiens), P11229 | CHO-K1 hM1, agonist mode; 0% DMSO, 100% acetylcholine EC100 | 360,000 compounds, 0.33% hits | AID 588814, 2011 | activation, % at 3 µM;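 active means activation above the run's mean compound activation plus 3 SD, cut at about 16% in these data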;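 further: peak over basal fluorescence ratio within a 140 s kinetic read after compound addition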
Target sequence (P11229 whole entry, looked up): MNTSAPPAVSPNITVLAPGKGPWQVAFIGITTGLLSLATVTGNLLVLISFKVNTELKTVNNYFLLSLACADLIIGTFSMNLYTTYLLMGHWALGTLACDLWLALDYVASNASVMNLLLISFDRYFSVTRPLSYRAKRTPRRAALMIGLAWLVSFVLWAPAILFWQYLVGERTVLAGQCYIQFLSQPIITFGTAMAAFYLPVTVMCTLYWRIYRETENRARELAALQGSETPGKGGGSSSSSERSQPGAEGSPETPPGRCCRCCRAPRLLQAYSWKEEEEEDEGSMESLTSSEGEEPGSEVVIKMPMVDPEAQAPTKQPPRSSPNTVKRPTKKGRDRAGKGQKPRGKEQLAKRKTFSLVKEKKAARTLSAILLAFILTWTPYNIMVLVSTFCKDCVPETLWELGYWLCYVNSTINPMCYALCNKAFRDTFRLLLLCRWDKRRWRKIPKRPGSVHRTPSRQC
V1aR counter: agonists of human V1a receptor, primary screen, counter-screen for OXTR agonist project, fluorescence, CHO-V1R cells | Vasopressin V1a receptor (Homo sapiens), P37288 | Fluo-8 calcium fluorescence, agonist mode; 0% DMSO, 100% 3 nM vasopressin | activation, % at 3 µM | 320,000 compounds, 0.25% hits;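 active means activation above the mean activation of all tested compounds plus 3 SD, per screening run, cut at about 20% in these data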;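 further: signal is peak over basal fluorescence ratio across a 100 second FLIPR read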
Target sequence (P37288 whole entry, looked up): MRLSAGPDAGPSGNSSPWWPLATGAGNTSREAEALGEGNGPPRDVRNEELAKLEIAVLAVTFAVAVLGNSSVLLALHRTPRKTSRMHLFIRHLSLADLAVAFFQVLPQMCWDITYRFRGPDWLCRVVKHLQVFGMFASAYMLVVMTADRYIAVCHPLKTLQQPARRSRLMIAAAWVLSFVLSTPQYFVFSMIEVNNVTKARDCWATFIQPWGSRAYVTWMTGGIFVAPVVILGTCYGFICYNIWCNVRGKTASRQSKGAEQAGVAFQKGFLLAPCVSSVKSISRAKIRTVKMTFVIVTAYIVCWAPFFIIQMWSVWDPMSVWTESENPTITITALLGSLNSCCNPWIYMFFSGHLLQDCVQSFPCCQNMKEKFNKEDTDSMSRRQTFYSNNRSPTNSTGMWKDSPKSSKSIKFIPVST
CHO parental Ca: ATP-evoked calcium signal inhibitors, parental CHO, primary screen, counter-screen for OX1R antagonist project, cell-based, fluorescence, Fluo-8 calcium dye. 330,000 compounds, 0.63% hits. AID 463079, 2010. inhibition, % at 5.6 µM. parental CHO-K1, ATP-induced calcium, Fluo-8 fluorescence;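 active means inhibition above that plate's mean sample inhibition plus 3 SD, cut at about 26% in these data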;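 further: 0% = ATP-challenged DMSO wells and 100% = DMSO wells without ATP; some compounds past the cut are filed as inactive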
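test system = CHO parental line | reagent = ATP stimulus | measured by = intracellular calcium via Fluo-8 no-wash fluorescent dye | control set = ATP and no-ATP DMSO wells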
CHRM1 PAM: human M1 muscarinic receptor positive allosteric modulators, primary screen, CHO-K1 cells, Fluo-8 calcium fluorescence, 1536-well | 360,000 compounds, 0.088% hits | Muscarinic acetylcholine receptor M1 (Homo sapiens), P11229 | CHO-K1 hM1, ACh EC20; 0% = ACh EC20, 100% = maximal ACh | AID 588819, 2011 | activation, % at 3 µM; in the data active means activation above about 19%, passing the limit was not always enough
TAAR1 ag: human TAAR1 agonists, primary screen, Fluo-8 calcium fluorescence, CHO RD-HGA16 cells. Trace amine-associated receptor 1 (Homo sapiens), Q96RJ0. vehicle wells 0%, saturating PEA agonist 100%. activation, % at 3 µM. 360,000 compounds, 0.99% hits;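 active means activation above the mean activation of all test compounds in the run plus 3 SD, cut at about 38% in these data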
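Benchmarks: low control DMSO, high control PEA (EC100); System: CHO RD-HGA16 cells carrying human TAAR1 plus Gα16; Detection: Fluo-8 fluorescence, 5 s baseline then 140 s kinetic read; Schedule: 17-24 h plating, Fluo-8 75 min 37 °C, 30 min RT; Read-out basis: % activation from peak over basal fluorescence ratio, DMSO-to-PEA scaled.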
CHRM1 antagonist: human M1 muscarinic receptor antagonists, primary screen, CHO-K1 cells, Fluo-8 calcium fluorescence, 1536-well. Muscarinic acetylcholine receptor M1 (Homo sapiens), P11229. CHO-K1 hM1, ACh EC80 antagonist. inhibition, % at 3 µM. 360,000 compounds, 1.3% hits. AID 588852, 2011;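 active means percent inhibition above its own plate's cutoff, namely the mean of that plate's compound wells plus 3 SD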;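 further: peak over basal fluorescence ratio during 140 s after agonist addition; 0% = ACh EC80 plus DMSO and 100% = DMSO alone without agonist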
OXTR agonist: human OXTR agonists, primary screen, fluorescence, CHO-OTR cells, Fluo-8 calcium; Oxytocin receptor (Homo sapiens), P30559; Fluo-8 calcium fluorescence; normalized: DMSO 0%, oxytocin 100%; activation, % at 3 µM; 320,000 compounds, 0.32% hits; AID 2435, 2010;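 active means activation above the mean of all tested compounds plus 3 SD, cutoff set per screening run, cut at about 20% in these data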;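 further: peak over basal fluorescence ratio from a 100 s FLIPR kinetic read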
OXTR potentiate: human OXTR potentiators, primary screen, fluorescence, CHO-OTR cells, Fluo-8 calcium; Oxytocin receptor (Homo sapiens), P30559; Fluo-8 calcium fluorescence, potentiator mode; 0% = oxytocin EC15, 100% = EC100; activation, % at 3 µM; 320,000 compounds, 0.061% hits;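 active means activation above that plate's cutoff, the mean activation of tested compounds plus 3 SD, cut at about 6.6% in these data, passing the limit was not always enough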;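 further: 100% uses oxytocin at 75 nM as the full agonist control; some results filed as inactive read as strong as hits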
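Assay system: CHO cell line stably expressing human OTR. Reagent: EC15 oxytocin agonist. Dosing: single dose, 3.0 µM nominal final compound concentration. Timing: compound 6 min at room temperature before oxytocin, 100 s read. Signal: kinetic Fluo-8 calcium fluorescence. Controls: oxytocin EC15 low and EC100 high.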
* = called active by the depositor; · = no result given. Rows are unselected; about 3.7% have a hit in one of these screens.

molecule | TAAR1 antagonist | M1 ag | V1aR counter | CHO parental Ca | CHRM1 PAM | TAAR1 ag | CHRM1 antagonist | OXTR agonist | OXTR potentiate
O=C(NCc1ccccc1)N1CCNCC1 | -7 | -2 | 0.9 | -4 | 16 | 4 | -23 | 0.1 | -4
CCC1=NN2C(=N)/C(=C\c3cccn3-c3ccc(C)c(C)c3)C(=O)N=C2S1 | 5 | -5 | 1.9 | -20 | 3 | 11 | 2 | -2.5 | -5
O=C(COc1coc(CN2CCc3ccccc3C2)cc1=O)Nc1cccc(Cl)c1 | -26 | -4 | 3.1 | -2 | -6 | 6 | 0 | 1.6 | -10
Cc1ccc(SCC(=O)NCc2cccnc2)cc1 | -7 | -2 | 0.9 | -14 | 16 | 7 | -1 | 0.8 | -7
O=C(Cn1ncc2c1-c1ccccc1OC2)N1CCc2ccccc21 | -19 | -8 | 0.2 | -14 | 6 | -2 | -11 | -1.3 | 0
O=C(NCc1ccc(F)cc1F)Nc1cnccc1C(F)(F)F | 5 | 0 | 0.8 | 0 | 6 | 0 | -5 | -1.1 | -2
Cc1ccc(S(=O)(=O)Nc2cc(C(=O)NCCN3CCCC3)ccc2N2CCCCC2)cc1 | -4 | -4 | 0.7 | -28 | -8 | 7 | 27 | 1.4 | -2
COc1ccc(/C=C/CN2CCC(n3nccc3NC(=O)C3CC3)CC2)cc1 | -1 | -5 | -0.2 | -19 | -4 | 3 | 9 | 0.4 | -3
O=C(Cn1nc(Cc2ccncc2)c2ccccc2c1=O)N1CCc2ccccc2C1 | 9 | -5 | -1.7 | -26 | 2 | -2 | -7 | -2.3 | 8
CC1=C(C(=O)N(C)C)CC(CC(=O)NCc2cccs2)C(=O)N1Cc1ccccc1 (configuration not stated) | -8 | -3 | · | · | 4 | 2 | -14 | · | ·
COc1cccc(OCC(=O)N2CCCc3ccccc32)c1 | -11 | -3 | 1.0 | -12 | 2 | 11 | -4 | 0.1 | -1
C#CCOCCOCCOCCNc1nc(N2CCN(C(=O)CCCCCCCCCCNC(=O)[C@@H](CCSC)n3cc(CCO)nn3)CC2)nc(N2CCN(C(=O)CCCCCCCCCCNC(=O)[C@H]([C@@H](C)CC)n3cc(CCCCN=C(N)N)nn3)CC2)n1 | · | -8 | -0.4 | -5 | -5 | · | 2 | 0.3 | -3
CC1CCC(NC(=O)CCNS(=O)(=O)c2ccc3c(c2)CCC(=O)N3)CC1 (configuration not stated) | 7 | -3 | -0.8 | -9 | 2 | 2 | -5 | 0.0 | -9
O=C(Nc1ccccc1)c1ncoc1-c1ccc(Cl)cc1 | 4 | -4 | -0.8 | -6 | 7 | 5 | -13 | -2.5 | -10
COc1ccc(NS(=O)(=O)c2cccc(C(=O)NCC(c3ccc(F)cc3)N3CCOCC3)c2)cc1 (configuration not stated) | -2 | 0 | 6.1 | -18 | 2 | 10 | -4 | 3.5 | -7
CC(C)(C)c1nnc(NC(=O)c2ccc(Cl)nc2)s1 | 16 | -5 | 0.7 | -10 | 10 | 1 | -5 | -0.7 | -1
CC1=NOC(=O)/C1=C\c1ccc(-c2cc(Cl)ccc2Cl)o1 | 11 | 2 | -0.6 | 14 | 8 | 10 | 9 | -1.4 | -9
COC(=O)CNC(=O)CSc1nc2c(sc(=S)n2-c2ccccc2)c(=O)[nH]1 | -28 | -2 | · | · | 6 | 0 | -12 | · | ·
O=S(=O)(Nc1cc(F)ccc1F)c1cccc2nsnc12 | -2 | 3 | 0.1 | -7 | 6 | 3 | -10 | -0.9 | -2
CCC1CCCCN1C(=O)COC(=O)c1cc(Br)ccc1Cl (configuration not stated) | 7 | -4 | -1.6 | -22 | 10 | 2 | -7 | -2.5 | -22
O=C1c2ccccc2N2C(=O)c3ccccc3[C@H]2N1c1ccccc1 | 7 | -1 | -0.4 | -11 | 0 | 1 | -5 | -1.3 | -6
Cc1ccc(OCC(=O)N/N=C/c2cc([N+](=O)[O-])ccc2N2CCCCC2)cc1 | -3 | -2 | 0.1 | -16 | 11 | -1 | -7 | 0.8 | -7
Cc1cccc(NC(=O)CNC(=O)CSc2ncccn2)c1C | -1 | -1 | 1.3 | -13 | 9 | 1 | -14 | 8.5 | -4
CCOc1cc(S(=O)(=O)NC2CCCCCC2)ccc1F | 11 | 0 | 2.9 | -1 | -8 | 8 | -3 | 5.6 | -22
COc1ccc(Cl)cc1NC(=O)COC(=O)c1cc(C)oc1C | -18 | -7 | -0.3 | -22 | -5 | 1 | 4 | -1.2 | -7
O=C(Oc1ccc(Br)cc1)c1n[nH]c(=O)c2ccccc12 | -17 | -4 | 2.2 | -14 | 8 | 3 | -11 | -1.5 | -16
CSCC[C@@H](C(=O)Nc1ccc2c(c1)OCCO2)N1Cc2ccccc2C1=O | -35 | 2 | -0.5 | -6 | 7 | 12 | -13 | 0.8 | -2
CCOC(=O)c1sc2nc(-c3ccccc3)ccc2c1N | 1 | -8 | -0.5 | -5 | 3 | 0 | -5 | -2.1 | -10
COc1ccc(N2CCN(C(=O)c3ccc(OCC4CCCO4)cc3)CC2)cc1 (configuration not stated) | 2 | -3 | 2.9 | -16 | 4 | 7 | -3 | 4.7 | -13
O=C1CCCc2nc(N3CCCCC3)sc21 | 7 | -7 | 1.0 | -21 | 6 | 15 | -16 | 0.1 | -1
N#Cc1ccc(NC(=O)C2CC(c3ccc(F)cc3)=NO2)cc1 (configuration not stated) | 10 | -4 | 1.0 | -7 | 2 | 7 | -9 | 0.4 | -2
Cn1cnnc1SCC(=O)N(Cc1ccc2c(c1)OCO2)C1(C(=O)NC2CCCCC2)CCCC1 | -1 | -4 | -0.4 | -11 | -1 | 12 | -1 | -1.0 | 1
COc1cc(OC)cc(C(=O)NC2CCN(Cc3nnnn3Cc3ccc(F)cc3)CC2)c1 | -1 | -12 | 0.5 | -19 | 1 | 3 | -1 | -2.0 | -5
CSC1=NC(NCCCO)c2c(sc3c2CC(C)(C)OC3)N1 (configuration not stated) | 10 | -3 | 0.6 | -26 | 3 | 1 | -5 | -1.1 | -13
COc1ccccc1NC(=O)c1ccc2nc(C)sc2c1 | -9 | 3 | -0.5 | -4 | 11 | 0 | -19 | -1.3 | -9
COc1ccccc1NC(=O)c1ccc(NC(=O)CNC(=O)c2ccc(OC)c(OC)c2)cc1 | -5 | -2 | -0.3 | -9 | 3 | 3 | -4 | -1.2 | -24
Cc1cc(NC(=O)c2ccc(Cl)cc2)c(C(C)C)cc1O | 2 | -6 | 3.8 | -3 | 10 | 6 | -3 | -1.2 | 0
FC(F)(F)c1ccc2c(c1)C1C=CCC1C(c1ccncc1)N2 (configuration not stated) | -11 | -3 | · | · | 1 | 5 | 5 | · | ·
CCCCSc1[nH]c(=O)c(C(=O)OCC)cc1C#N | -14 | -4 | -0.6 | -6 | 3 | 35 | -4 | -1.6 | -1
CCC(CC)C(=O)Nc1cccc(C(=O)NCCc2ccccc2)c1 | -2 | -9 | -1.1 | -29 | 3 | 4 | -1 | -1.8 | -4
CCOC(=O)Cc1csc(NC(=O)c2ccncc2)n1 | -7 | -1 | 7.2 | -7 | -2 | 8 | 1 | 8.1 | -5
O=C1/C(=C/c2cccc(F)c2)SC(=S)N1NS(=O)(=O)c1ccccc1 | 0 | -7 | -0.2 | -8 | 5 | -2 | -10 | 0.0 | 2
CSc1nnc(-c2ccc(S(=O)(=O)N3CCCCC3)cc2)o1 | 6 | -2 | 1.1 | -1 | 8 | -3 | -11 | 0.4 | -8
CC(=O)C1C(=O)c2c(cccc2[N+](=O)[O-])C1=Nc1ccccc1C (configuration not stated) | 29 | · | 1.7 | -8 | · | 6 | · | -0.4 | 0
O=C(NCCc1ccccc1)C1CCN(S(=O)(=O)c2ccc(Br)s2)CC1 | 3 | 2 | 3.2 | -16 | 10 | 30 | -6 | 4.0 | -9
CN(C(=O)CSc1nnc(-c2ccc(F)cc2)c2ccccc12)C1CCS(=O)(=O)C1 (configuration not stated) | -5 | -4 | -1.1 | -25 | 14 | -2 | -17 | -1.9 | -5
C/C(=C/C=N/Nc1nc(N2CCCCC2)nc(N2CCCCC2)n1)c1ccccc1 | -2 | -3 | 0.1 | -5 | 2 | 2 | -4 | -0.4 | -9
CCc1cc(=O)oc2c(C)c(OCC(=O)NCC3CCC(C(=O)O)CC3)ccc12 (configuration not stated) | -2 | 1 | 1.9 | 1 | 4 | 0 | -8 | 0.1 | 3

Ordered by molar mass (descending): part of the list above
molecule | TAAR1 antagonist | M1 ag | V1aR counter | CHO parental Ca | CHRM1 PAM | TAAR1 ag | CHRM1 antagonist | OXTR agonist | OXTR potentiate
CN(C(=O)CSc1nnc(-c2ccc(F)cc2)c2ccccc12)C1CCS(=O)(=O)C1 (configuration not stated) | -5 | -4 | -1.1 | -25 | 14 | -2 | -17 | -1.9 | -5
CSc1nnc(-c2ccc(S(=O)(=O)N3CCCCC3)cc2)o1 | 6 | -2 | 1.1 | -1 | 8 | -3 | -11 | 0.4 | -8
CC(=O)C1C(=O)c2c(cccc2[N+](=O)[O-])C1=Nc1ccccc1C (configuration not stated) | 29 | · | 1.7 | -8 | · | 6 | · | -0.4 | 0

Following part
molecule | TAAR1 antagonist | M1 ag | V1aR counter | CHO parental Ca | CHRM1 PAM | TAAR1 ag | CHRM1 antagonist | OXTR agonist | OXTR potentiate
O=C1CCC(C(=O)OCc2cc(Cl)ccc2OC(F)F)N1 (configuration not stated) | 2 | -2 | 1.5 | -10 | -1 | 9 | -24 | -0.8 | -15
COc1cc(S(=O)(=O)N2CCN(C(=O)c3ccco3)CC2)c(OC)cc1C | -8 | 0 | -0.7 | -5 | 7 | 3 | 78* | -0.6 | 2
CCOc1ccc2[nH]c(C)c(CN3CCN(C)CC3)c(=O)c2c1 | 5 | -4 | -0.5 | 3 | 13 | 5 | -15 | 0.1 | -9
CCOC(=O)c1c(C)[nH]c(C(=O)OCC(=O)Nc2sc(C(=O)N(C)C)c(C)c2C(=O)OCC)c1C | -34 | -3 | -0.3 | -19 | 7 | 0 | -9 | -1.4 | -4
